Compound activity as filed in PubChem BioAssay.
GALK inh = inhibits human galactokinase; P51570; recombinant GALK, Kinase-Glo ATP luminescence, 1 h; Potency, µM (titrated, usually from 57.5 µM), for inactives: at the top dose activity, negative = inhibition, usual class: inhibitors; 44,000 tested, under 10 active;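 further: plate controls were full GALK reaction for no effect and reaction lacking GALK for full effect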
Target sequence (P51570 whole entry, looked up): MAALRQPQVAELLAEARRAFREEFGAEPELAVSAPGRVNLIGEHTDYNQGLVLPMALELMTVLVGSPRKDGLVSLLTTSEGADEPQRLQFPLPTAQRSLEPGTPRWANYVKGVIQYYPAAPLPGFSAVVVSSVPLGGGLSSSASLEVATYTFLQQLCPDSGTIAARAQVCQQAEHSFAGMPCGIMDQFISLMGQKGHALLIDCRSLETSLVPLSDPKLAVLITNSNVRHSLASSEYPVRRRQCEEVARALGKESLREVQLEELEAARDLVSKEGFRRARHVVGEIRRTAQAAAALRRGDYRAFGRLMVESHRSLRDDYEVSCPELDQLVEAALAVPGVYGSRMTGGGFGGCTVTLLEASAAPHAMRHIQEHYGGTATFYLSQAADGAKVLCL
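Luminescent ATP-depletion readout (Kinase-Glo Plus, 10 min) after 1 h RT reaction of 5 nM GALK, 35 uM ATP, 100 uM galactose, pH 8.0 HEPES buffer. Decreased kinase activity scored as inhibition.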
FH mod = Identification of activators of human fumarate hydratase by quantitative high-throughput screening. Potency, µM (doses to about 79.9 µM), without a hit: top-dose activity change, negative = inhibition, hits mostly inhibitors. FH coupled MDH/diaphorase resazurin fluorescence, 15 min. 54,000 compounds, 0.22% hits. Fumarate hydratase, mitochondrial (Homo sapiens), P07954; further: potency means the concentration at half of the fitted maximal effect; on the % scale 0 is the no-effect control and ±100 the full control effect; the screen sought activators but most active calls are inhibition curves; nearly all actives have a fitted effect of over 45% in size
TSG101-PTAP inh = blocks PTAP binding to human TSG101, validation | Fluorescence polarization, FITC-PTAP peptide/Tsg101, 20 min | Potency, µM (top dose mostly 115 µM), for inactives: at the highest dose activity change, negative = inhibition, usual class: inhibitors | 44,000 tested, under 10 active | AID 1347069; further: potency means the concentration at half of the fitted maximal effect; 0% is about no effect
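Compounds pinned into 10 uM Tsg101 binding domain, then 50 nM FITC-PTAP peptide added in pH 7.5 HEPES buffer; FP read after 20 min, room temperature. Total S+P intensity flags fluorescent compounds; active cut-off <25 µM, efficacy <60%.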
p53null 32C tox = selectivity test: cytotoxicity in p53 null cells, permissive temperature | 55,000 compounds, 0.62% hits | Potency, µM (titrated, usually from 46.1 µM), for inactives: at the highest dose activity change, negative = cytotoxicity, actives largely listed as cytotoxic | H1299-neo p53 null cells, ATP luminescence, 24 h, 32C;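 further: potency means the concentration at half of the fitted maximal effect; 0% = DMSO only and -100% = full killing by 100 µM tamoxifen; nearly all actives have a fitted effect of over 55% in size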
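H1299-neo (p53 null) cells, 600/well, treated 24 h at 32C with compound up to 46 uM; ATPlite luminescence viability, normalized to DMSO and 100 uM tamoxifen; AC50 by Hill fit.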
p53null 39C kill = selectivity test: cytotoxicity in p53 null cells, nonpermissive temperature | H1299 p53-null (neo) cells, 39C, ATPlite viability, 24 h | Potency, µM (series often up to 46.1 µM), for the others: top-dose activity, negative = cell killing, usual class: cytotoxic | 55,000 compounds, 0.97% hits | AID 904;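 further: potency means the concentration at half of the fitted maximal effect; 0% = DMSO only and -100% = full killing by 100 µM tamoxifen; nearly all actives have a fitted effect of over 50% in size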
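H1299 lung cancer cells, p53-null (H1299-neo) or expressing p53 A138V (H1299-p53A138V), were plated overnight at 37C, then exposed to compounds at up to 46 uM for 24 hr at 39C. Viability was read by ATP-based luminescence.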
NTMT1 inh = NTMT1 methyltransferase inhibition | AID 1645870 | NTMT1 MTase-Glo SAH luminescence, purified enzyme | Potency, µM (titrated, usually from 114 µM), without a hit: at the top dose activity change, negative = inhibition, actives largely listed as inhibitors | 59,000 compounds, 2.5% hits;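 further: potency means the concentration at half of the fitted maximal effect; plate controls were DMSO vehicle for no effect and no enzyme for full effect; nearly all actives have a fitted effect of over 65% in size; many of its hits are not listed in these tables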
Target sequence (Q9BV86 whole entry, looked up): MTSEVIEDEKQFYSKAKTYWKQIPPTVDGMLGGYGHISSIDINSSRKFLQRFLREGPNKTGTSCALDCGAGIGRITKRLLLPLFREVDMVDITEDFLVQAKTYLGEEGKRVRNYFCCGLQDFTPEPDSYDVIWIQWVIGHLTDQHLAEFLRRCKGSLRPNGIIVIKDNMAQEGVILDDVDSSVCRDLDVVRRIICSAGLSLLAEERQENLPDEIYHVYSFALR
B2AR arrestin ag = agonists recruiting beta-arrestin to human beta2-adrenergic receptor; HTLA Tango cells, beta-arrestin recruitment, luciferase luminescence, 18 h; Potency, µM (doses to about 46.1 µM), for the others: top-dose activation, hits mostly activators; P07550; 44,000 tested, under 10 active;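 further: potency means the concentration at half of the fitted maximal effect; 0% = DMSO and full agonism = EC100 isoproterenol or metaproterenol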
Target sequence (P07550 whole entry, looked up): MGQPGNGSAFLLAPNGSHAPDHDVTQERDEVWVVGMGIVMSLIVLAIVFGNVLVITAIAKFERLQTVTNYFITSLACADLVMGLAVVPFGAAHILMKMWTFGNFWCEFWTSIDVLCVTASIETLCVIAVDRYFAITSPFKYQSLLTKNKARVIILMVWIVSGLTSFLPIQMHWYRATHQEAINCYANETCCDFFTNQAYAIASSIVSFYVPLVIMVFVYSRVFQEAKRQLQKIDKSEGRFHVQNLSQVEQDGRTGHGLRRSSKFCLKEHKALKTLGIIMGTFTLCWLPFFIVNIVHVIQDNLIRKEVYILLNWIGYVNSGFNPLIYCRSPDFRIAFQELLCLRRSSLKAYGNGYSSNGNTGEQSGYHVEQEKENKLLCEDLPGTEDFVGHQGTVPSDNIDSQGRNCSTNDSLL
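Luminescence read-out: arrestin recruitment to recombinant beta2-AR releases tTA, inducing luciferase. Cells exposed 18 hr at 37 degrees C to up to 46 microM compound; %Activity from corrected signal, concentration-response curves classified by r2, magnitude and efficacy.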
The depositor's hits bear a star; ? = inconclusive; / = not tested or not shown; [ ] = another dose, or the depositor's remark. The call rests on the fitted dose curve; in most records, active means well fitted curve in the direction sought with a large enough effect; inconclusive means small, poorly fitted or top-dose-only effect, or another doubt; inactive means no such curve, though single readings can be large; an effect the other way counts as inactive or inconclusive. Only part of the results is shown (hit frequency here may not be typical).

SMILES	GALK inh	FH mod	TSG101-PTAP inh	p53null 32C tox	p53null 39C kill	NTMT1 inh	B2AR arrestin ag
CC(C)(C)C(=O)NCCc1csc2nc(-c3ccc(F)cc3)nn12	-2%	-8%	0%	-2%	-32%	-3%	-1%
O=C(Nc1ccc(C(=O)OCc2cc(=O)n3nc(C4CC4)sc3n2)cc1)c1ccc(F)cc1	1%	7%	2%	-8%	1%	-9%	0%
CCOc1ccc(Sc2cc(C(=O)NCCc3ccc(OC)c(OC)c3)c3ccccc3n2)cc1	-4%	-3%	-7%	4%	0%	4%	3%
COc1ccccc1N1CCN(C(=O)c2cc(-c3ccc(C)c(F)c3)on2)CC1	3%	-20%	0%	4%	-3%	10%	-1%
CCOc1cccc2cc(-c3nc4sc5c(c4c(=O)[nH]3)CCC(C(C)(C)C)C5)c(=O)oc12 (configuration not stated)	0%	-12%	1%	-1%	-17%	3%	0%
CC(=O)Nc1ccc(-n2cc3c(c2-c2ccc(C)cc2)c(=O)n(C)c(=O)n3C)cc1	0%	16%	-15%	-2%	-9%	-19%	0%
CCN1CCN(C(=O)Cn2c(-c3cccs3)cc3cc(Cl)ccc32)CC1	2%	-10%	0%	-16%	-6%	?	0%
CC(C)c1ccc(C(=O)CC2(O)C(=O)N(CCc3ccccc3)c3ccc(Cl)cc32)cc1 (configuration not stated)	0%	?	-8%	68%[activator]	13µM*	19%	-2%
CN1CCN(C(=O)c2cnn(-c3ccccc3)c2C2CCN(C(=O)OC(C)(C)C)CC2)CC1	2%	6%	-3%	9%	-10%	?	1%
COc1ccccc1N1CCN(c2nc3ccc(C)cc3n3nnnc23)CC1	1%	/	-2%	8%	-6%	/	0%
CCOc1ccccc1/C=C/c1onc(C)c1S(=O)(=O)N1CCC(C(=O)N2CCCCC2)CC1	-1%	-23%	-1%	16%	-11%	1%	-1%
COc1ccc(NC(=O)c2sc3nc(C)c(C(=O)Nc4ccc(Cl)cc4)c(-c4ccc(Br)cc4)c3c2N)cc1	-1%	-8%	15%	26%	12%	18%	-2%
COC(=O)c1c(NC(=O)COc2cccc(C(F)(F)F)c2)sc2c1CCCC2	1%	-9%	-1%	3%	30%	-4%	1%
CC(NC(=O)CSc1n[nH]c(-c2ccccc2Cl)n1)c1nc2ccccc2n1C (configuration not stated)	2%	0%	0%	-1%	0%	11%	0%
CCc1ccccc1OCCSc1nc(-c2cccs2)nc2cc(=O)[nH]n12	-4%	/	-3%	0%	-2%	/	-1%
Cc1ccc(S(=O)(=O)NCC2CCC(C(=O)NCCCOC(C)C)CC2)cc1 (configuration not stated)	0%	-4%	0%	-3%	12%	10%	2%
COc1cccc(N2CCN(C(=O)c3cc4c(s3)-c3ccccc3OC4)CC2)c1	1%	-10%	-1%	16%	-2%	-12%	1%
O=C(COc1ccc(F)cc1)Nc1nnc(SCc2cc(=O)n3ccccc3n2)s1	2%	?	1%	-3%	-3%	?	0%
CCN(CC)C(=O)c1sc2c(c1C)c(=O)n(Cc1ccccc1)c(=O)n2CC(=O)Nc1ccc(OC)cc1	1%	-25%	-1%	0%	28%	-9%	1%
Cc1cccc(NC(=O)C2CCN(S(=O)(=O)c3ccc4c(c3)CCCN4C(=O)C3CCC3)CC2)c1	-12%	-14%	5%	3%	-7%	13%	0%
COc1cccc(C(c2sc3nc(-c4ccco4)nn3c2O)N2CCC3(CC2)OCCO3)c1 (configuration not stated)	1%	-4%	-4%	1%	-19%	-16%	-2%
COc1ccccc1NC(=O)Cn1c(=O)c(CNc2ccccc2)cc2cc(OC)c(OC)cc21	0%	-8%	4%	13%	-1%	?	1%
CCOC(=O)c1cccc(NC(=O)CCc2c(C)nc3c4cccnc4nn3c2C)c1	1%	-11%	-2%	-6%	-8%	-5%	0%
CCCn1c2ccccc2c2cnn(CC(=O)N3CCCC(C)C3)c(=O)c21 (configuration not stated)	4%	-13%	-3%	0%	0%	-2%	-1%
COc1ccccc1N1CCN(C(=O)c2cc(CC(C)C)on2)CC1	-6%	/	-2%	5%	-26%	/	1%
CCC(=O)Nc1nnc(SCc2cc(=O)c3cc(C)ccc3[nH]2)s1	1%	-2%	1%	-3%	15%	-2%	0%
Cc1ccc(NC(=O)Cn2c(CCC(=O)O)ccc2-c2cccs2)cc1Cl	-12%	-8%	0%	0%	-1%	-7%	-2%
CCCSc1ncc(Cl)c(C(=O)Nc2scc(-c3ccc(C)cc3)c2C(=O)OCC)n1	-1%	-5%	0%	-5%	-7%	6%	-1%
Cc1ccc(CSCCC(=O)NCc2ccc(F)cc2Cl)cc1	-1%	-7%	-8%	-4%	-2%	16%	-1%
CC(=O)Nc1ccc(NS(=O)(=O)c2c(C)nc3sccn3c2=O)cc1	-7%	-5%	-10%	-6%	?	-3%	0%
CCOC(=O)N1CCC2(CC1)OC(=O)C(C)=C2C(=O)NCc1cccc(F)c1	6%	-21%	0%	5%	-17%	14%	1%
Cc1ccc(CCNC(=O)C2COc3ccccc3C2)cc1 (configuration not stated)	-2%	3%	-3%	-3%	2%	3%	0%

Single records, as listed above.
COc1ccccc1N1CCN(C(=O)c2cc(-c3ccc(C)c(F)c3)on2)CC1 is listed with GALK inh: 3%; FH mod: -20%; TSG101-PTAP inh: 0%; p53null 32C tox: 4%; p53null 39C kill: -3%; NTMT1 inh: 10%; B2AR arrestin ag: -1%
CCOC(=O)N1CCC2(CC1)OC(=O)C(C)=C2C(=O)NCc1cccc(F)c1 is listed with GALK inh: 6%; FH mod: -21%; TSG101-PTAP inh: 0%; p53null 32C tox: 5%; p53null 39C kill: -17%; NTMT1 inh: 14%; B2AR arrestin ag: 1%

Going on with the list:
SMILES	GALK inh	FH mod	TSG101-PTAP inh	p53null 32C tox	p53null 39C kill	NTMT1 inh	B2AR arrestin ag
CCc1ccccc1N(C)C(=O)C1CCCN(c2ncnc3c2nc2n3CCCCC2)C1 (configuration not stated)	-2%	?	0%	-5%	-6%	-10%	2%
CC1=C(C(=O)OC2CCCC2)C(c2ccccc2Cl)CC(=O)N1 (configuration not stated)	2%	-5%	-3%	3%	-24%	?	-2%
CCOc1ccc(OCC)c(NS(=O)(=O)c2c(C)[nH]c(=O)[nH]c2=O)c1	1%	-2%	-3%	-1%	12%	6%	0%
Cc1cc(N2CCN(C)CC2)nc2ccc(NC(=O)Nc3ccc(Cl)cc3)cc12	1%	-5%	1%	-1%	-20%	-2%	0%
CCOc1ccc(C(=O)Nc2cc(-c3nc4cc(OC)ccc4o3)ccc2C)cc1[N+](=O)[O-]	0%	-2%	-5%	?	?	-4%	1%
CCCCN1C(=O)c2[nH]nc(-c3ccccc3O)c2C1c1ccc(OCc2ccccc2)c(OC)c1 (configuration not stated)	-1%	?	-14%	30%	48%[activator]	22%	-1%
Cc1cc2c(cc1S(=O)(=O)CCC(=O)N(C)Cc1ccccc1)OCC(=O)N2	0%	1%	0%	28%	-6%	-2%	-1%
Cc1cccc(C(=O)Nc2ccc(C(=O)OCc3cc(=O)n4nc(C5CC5)sc4n3)cc2)c1	0%	4%	0%	-6%	-4%	-20%	0%
COc1ccc(-c2nc3sc(CCNC(=O)c4cc(Cl)ccc4OC)c(C)n3n2)cc1	-2%	?	-6%	-22%	6%	-13%	-4%
CCOC(=O)c1[nH]c2ccccc2c1NC(=O)c1ccc(Br)cc1	4%	-1%	-4%	3%	-8%	5%	1%
CCOc1ccc(NC(=O)C2CCCN(S(=O)(=O)c3cccc4nonc34)C2)cc1 (configuration not stated)	-9%	3%	6%	-4%	-16%	-14%	0%
CC(C)c1ccc(-c2noc(SCC(=O)N3CCN(c4ccc(F)cc4)CC3)n2)cc1	0%	2%	-7%	-15%	-9%	10%	?
O=C(c1ccc2c(c1)N(Cc1ccc(Cl)cc1)C(=O)c1ccccc1S2(=O)=O)N1CCCCCC1	1%	?	-4%	-1%	-4%	1%	6%
CN(C)c1ccc(-c2nc(-c3ccccn3)no2)cc1[N+](=O)[O-]	-9%	-3%	-4%	-11%	-8%	?	-3%
CC(C)c1ccc(N2C(=O)CSC23C(=O)N(Cc2ccccc2F)c2ccccc23)cc1 (configuration not stated)	7%	-31%	9%	1%	-8%	-19%	0%
COc1ccc(CNC(=O)CSc2nc(-c3ccc(OC)c(OC)c3)cc(C(F)(F)F)n2)cc1	3%	1%	-3%	10%	-27%	4%	1%
CCc1sc(Nc2cccc(Cl)c2)nc1-c1cc2cccc(OC)c2oc1=O	1%	?	0%	7%	-6%	12%	1%
COc1ccc(-c2nc3ccccc3o2)cc1NC(=O)c1cc(Br)ccc1OC	0%	2%	0%	7%	-8%	2%	0%
CSc1cccc(NC(=O)C2CCN(S(=O)(=O)c3ccc4c(c3)CCCN4C(=O)C3CCC3)CC2)c1	-1%	-5%	-7%	7%	-8%	11%	-1%
CCOc1ccc(C(=O)c2cn(CC(=O)Nc3ccc4c(c3)OCO4)c3ccc(OC)cc3c2=O)cc1	7%	-8%	2%	6%	-23%	9%	0%
CCc1cccc(C)c1NC(=O)CN1C(=O)c2c(c3ccccc3n2C)C1c1ccc(OC)cc1 (configuration not stated)	2%	-24%	0%	12%	5%	10%	1%
O=C(Nc1ccc(Br)cc1)c1cc(-c2cccs2)nc2ccccc12	-11%	-6%	1%	-15%	-17%	-2%	1%
O=S(=O)(c1ccc(Cl)cc1)N1CCC(c2ccncc2)CC1	-1%	-9%	-3%	-2%	9%	10%	-2%
CC(C)NC(=O)c1nn(-c2ccccc2F)nc1CO	8%	-3%	0%	-8%	-2%	2%	-1%
COC(=O)c1c(C)oc2ccc(N(C(=O)c3ccncc3)S(=O)(=O)c3cc(C)ccc3C)cc12	-1%	-21%	3%	78%[activator]	91%[activator]	2%	-2%
O=C(/C=C/c1ccc(F)cc1)Nc1nc2n(n1)C(c1ccc(Cl)cc1)C=C(c1ccccc1)N2 (configuration not stated)	-13%	2%	1%	-9%	-23%	13%	-2%
O=C(CCS(=O)(=O)c1cc(Br)cc2c1N(C(=O)C1CC1)CC2)N1CCN(c2cccc(Cl)c2)CC1	-7%	1%	-6%	9%	4%	5%	-2%
Cc1ccn2c(=O)c(C(=O)NCCc3ccc(S(N)(=O)=O)cc3)c(O)nc2c1	1%	-18%	-4%	12%	-10%	-9%	-2%
COc1ccc2c(c1)-c1nc(NC(=O)c3cc(Cl)ccc3OC)sc1CC2	2%	2%	-4%	-6%	-25%	?	0%
